Bioassay records: PubChem, National Center for Advancing Translational Sciences (NCATS)
AmpC inh detg: qHTS Inhibitors of AmpC Beta-Lactamase (assay with detergent); AmpC hydrolysis of nitrocefin, absorbance 480 nm, 0.01% Triton; Potency, µM (highest dose often 114 µM), for the others: at the top dose activity change, negative = inhibition, actives largely listed as inhibitors; P00811; actives 0.041% (n = 370,000); active means well fitted inhibition curve with a large enough effect; inconclusive means small, poorly fitted or top-dose-only effect;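 further: potency means the concentration at half of the fitted maximal effect; 0% = no-compound wells and -100% = no-enzyme wells; nearly all actives have a fitted effect of over 25% in size; some results filed as inactive show a strong effect at the top dose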
Target sequence (P00811 whole entry, looked up): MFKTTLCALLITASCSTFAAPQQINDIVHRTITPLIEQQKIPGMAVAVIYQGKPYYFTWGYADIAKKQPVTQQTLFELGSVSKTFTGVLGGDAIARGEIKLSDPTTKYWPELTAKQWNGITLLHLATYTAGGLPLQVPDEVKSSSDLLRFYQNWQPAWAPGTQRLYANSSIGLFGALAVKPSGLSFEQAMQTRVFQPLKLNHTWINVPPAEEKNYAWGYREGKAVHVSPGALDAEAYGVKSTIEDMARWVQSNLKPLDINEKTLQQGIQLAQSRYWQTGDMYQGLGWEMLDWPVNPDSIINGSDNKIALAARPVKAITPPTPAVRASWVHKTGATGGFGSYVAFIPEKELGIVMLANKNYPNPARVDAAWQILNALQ
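20 mM phosphate pH 7.0 + 0.01% (detergent screen) or 0.0001% Triton X-100; 5.3 nM AmpC reagent; cpd preinc 15 min RT; nitrocefin (800 uM stock) to start; A480 q20 s × 4 min; Activity was normalised to no-enzyme and no-compound control wells.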
HCMV antiviral: qHTS Assay for inhibitors of the human cytomegalovirus (HCMV) | HFF cells, HCMV-luciferase reporter, 72 h; active compounds read low | activity change, negative = inhibition, % at 57.5 µM | actives 4.5% (n = 410,000) | AID 1259415, 2018; in the data active means activity change below about -60%; inconclusive means no clear call, values can overlap the other calls; inactive means above about -39%
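Luciferase read-out from HCMV-luciferase-infected HFFs (MOI 1 PFU/cell) 72 h post infection at 37C; compounds added after 16 h cell attachment; activity normalized between buffer-only basal and Salinomycin (10uM) inhibitor controls.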
* hit, by the source's call; ? = inconclusive; [ ] = dose if it differs, or a comment. Unless noted, on the % scale 0 is the no-effect control and ±100 the full control effect. This is a subset. The share of hits here may be higher or lower than overall.

SMILES | AmpC inh detg | HCMV antiviral
COc1ccc(Br)cc1CNC(=O)CSc1cc(=O)n(C)c2ccccc12 | -3% | 18
Cc1cc(=O)n(Cc2ccc(Cl)cc2)c2c1c(C)nn2-c1ccccc1 | 18% | -1
Cc1ccc(NC(=O)CN2C=NS(=O)(=O)c3ccccc32)c(C)c1 | 0% | -3
CCN1CCN(C(c2ccc(C)cc2)c2sc3nc(-c4ccco4)nn3c2O)CC1 (stereo not given) | 3% | 35
CCOC(=O)c1c(C)oc2nc(C)nc(NCc3ccc(F)cc3)c12 | 15% | -11
Cc1c(Cl)cccc1-n1c(SCC(=O)NCc2ccccc2)nc2n[nH]c(C)c2c1=N | 4% | -61*
Cc1ccc(Oc2c(C(F)(F)F)oc3c(CN4CCCCC4)c(O)ccc3c2=O)cc1 | 13% | 13
CCCCN1C(=O)c2[nH]nc(-c3ccccc3O)c2C1c1ccc(OCc2ccccc2)cc1 (stereo not given) | -2% | -108*
Cc1ccc(CNC(=O)Cn2ccn(-c3ccc(F)cc3)c(=O)c2=O)cc1 | 8% | -3
COc1ccccc1-c1noc(-c2ccc(N3CCOCC3)c([N+](=O)[O-])c2)n1 | -3% | 59
CN(Cc1ccccc1)C(=O)CCS(=O)(=O)c1cc(Br)cc2c1N(C(=O)C1CC1)CC2 | 2% | -14
CCc1cccc(C)c1NC(=O)CN1CCCN(Cc2ccc(C)cc2)S1(=O)=O | 11% | 0
Cc1cccc(N2CCN(C(=O)CS(=O)(=O)c3cccc4nsnc34)CC2C)c1 (stereo not given) | 0% | -11
COc1cc(OC)cc(-c2nc(-c3cccc(C)c3)no2)c1 | 31%[activator] | 61
Cc1nn(C(=O)COc2ccc(Cl)cc2)c(C)c1Sc1ccccc1 | 13% | 15
Cc1ccc(Cn2cnc3nc4c(cc3c2=O)CC(C)CC4)cc1 (stereo not given) | 0% | 91
CCOC(=O)c1c(NC(=O)c2cc(Cl)ccc2Cl)sc2c1CCCC2 | 9% | 18
Cc1ccc2nc(N3CCC(C(=O)N4CCN(c5cccc(C)c5C)CC4)CC3)[nH]c2c1 | 0% | 0
O=S(=O)(NCCc1csc(-c2ccc(F)cc2)n1)c1ccc(F)cc1F | 13% | -35
O=S(=O)(c1cccc2ccccc12)N1CCN(c2ccc(Cl)c(Cl)c2)CC1 | 1% | -1

Sorted by SMILES length (low to high): three of the compounds above.
SMILES | AmpC inh detg | HCMV antiviral
CCOC(=O)c1c(NC(=O)c2cc(Cl)ccc2Cl)sc2c1CCCC2 | 9% | 18
O=S(=O)(NCCc1csc(-c2ccc(F)cc2)n1)c1ccc(F)cc1F | 13% | -35
Cc1ccc2nc(N3CCC(C(=O)N4CCN(c5cccc(C)c5C)CC4)CC3)[nH]c2c1 | 0% | 0

Next records:
SMILES | AmpC inh detg | HCMV antiviral
Cc1ccc(CN(Cc2cccn2-c2nnc(N3CCCC3=O)s2)C(=O)Nc2ccccc2Cl)cc1 | -1% | -14
CCn1cc2c(n1)-c1c(oc(C(=O)Nc3cccc(C)c3C)c1C)CC2 | 13% | 79
CCOc1ccc(-n2nc3cc(C)c(NC(=O)c4cc(OCC)c(OCC)c(OCC)c4)cc3n2)cc1 | 11% | 16
Cc1oc(-c2ccc(Cl)cc2)nc1CS(=O)CC(=O)N1CCN(c2cccc(C(F)(F)F)c2)CC1 (stereo not given) | 10% | ?
CCN(C(=O)Cn1nc(Cc2ccncc2)c2ccccc2c1=O)c1cccc(Cl)c1 | 3% | -35
CCc1ccccc1NC(=O)CN1C(=O)c2ccccc2Sc2ncccc21 | -5% | -1
Cc1ccc(Cl)cc1NC(=O)Nc1cccc(OCc2cc(=O)n3ccccc3n2)c1 | -8% | -65*
Cc1cc(C)nc(-n2nc(C)c3c2N(C)C(=O)CC3c2ccc(Cl)cc2)n1 (stereo not given) | -11% | -1
Cc1cccc(NC(=O)c2cnc3sc(N4CCCC4)nn3c2=O)c1C | 3% | -37
Cc1cccc(Cn2cc(S(=O)(=O)c3cccc(Cl)c3)c(=O)c3cc(F)c(N4CCOCC4)cc32)c1 | 8% | -3
CC(C)Cn1c(=O)c2ccccc2n2c(CCC(=O)Nc3ccc(F)c(F)c3)nnc12 | 19% | 34
c1ccc(CN2CCN(c3ncnc4c3cnn4-c3ccccc3)CC2)cc1 | 3% | 25
CCC(=O)Nc1ccc2nc3c(=O)n(C)c(=O)n(C)c3nc2c1 | 18% | -2
COc1ccc(-n2cc(C(=O)NCCc3ccc(C)cc3)c3ccccc3c2=O)cc1 | 18% | -31
COc1ccccc1-c1noc(-c2ccc(NCc3ccccc3)c([N+](=O)[O-])c2)n1 | -5% | 0
CCOC(=O)c1ccc(NC(=O)Cn2nnc(-c3ccc(C(F)(F)F)cc3)n2)cc1 | -1% | 8
COc1ccc(Cl)cc1NC(=O)c1ccc2nc(Cc3ccccc3)oc2c1 | 20% | -33
CC1CCN(CCNC(=O)c2ccc(Cn3c(SCc4ccccc4)nc4cccnc43)cc2)CC1 | 21% | 8
Cc1ccc(-n2c(SCC(=O)Nc3cccc(Cl)c3)nc3n[nH]c(C)c3c2=N)cc1 | 2% | -34
COc1ccc(C(=O)N2CC(=O)Nc3ccc(C)cc3C2c2ccccc2)c(OC)c1 (stereo not given) | 10% | 12
COc1cc(NC(=O)CSc2cc(=O)n(C)c3ccccc23)cc(OC)c1OC | -6% | 16
COc1ccc(NC(=O)CC2Oc3ccc(C)cc3NC2=O)cc1Cl (stereo not given) | 22% | -13
CCCc1nnc(SCc2cc(=O)c3c(C)cc(C)cc3[nH]2)n1C | -3% | 2
CCn1cc2nc(SCC(=O)Nc3cc(OC)cc(OC)c3)n(Cc3ccc(Cl)cc3)c(=O)c2n1 | 26% | -4
COc1ccc(NC(=O)CC2C(=O)N(c3cccc(OC)c3)C(=O)N2CCC2=CCCCC2)cc1 (stereo not given) | 10% | -9
CCOC(=O)C1CCC(CN(Cc2ccccc2)S(=O)(=O)c2ccc(Cl)cc2)CC1 (stereo not given) | -3% | -36
CSc1nn(Cc2ccccc2C)c(NC(C)=O)c1S(=O)(=O)c1ccc(C)cc1 | 6% | -1
Cc1ccc(/C=C/c2onc(C)c2S(=O)(=O)N2CCC(C(=O)N3CC(C)Oc4ccccc43)CC2)cc1 (stereo not given) | -5% | -14
CCn1cc(C(=O)N2CCN(c3cc(C)ccc3C)CC2)c(=O)c2cc(S(=O)(=O)N3CCCCC3)ccc21 | 2% | -6
Clc1ccc(Nc2c(-c3cccs3)nc3ccc(Cl)cn23)cc1 | -3% | 251
CCOC(=O)CNC(=O)CC(c1cc(OC)c(OC)c(OC)c1)N1Cc2ccccc2C1=O (stereo not given) | 17% | 21
COc1ccc(-c2nc3sc(CCNC(=O)C(=O)Nc4cccc(NC(C)=O)c4)c(C)n3n2)cc1 | 3% | -32
CCn1nc(C)c2c(-c3ccccc3)cc(=O)n(C(C)C(=O)NCCC(C)C)c21 (stereo not given) | -7% | -14
CCCN(CCC)CCCNC(=O)Cn1ncc2c3ccccc3n(Cc3ccccc3F)c2c1=O | 16% | -24
Cc1ccccc1Cc1c(C)nc2nc(SCC(=O)NC(C)c3ccccc3)nn2c1C (stereo not given) | 5% | -10
CCC(Oc1ccccc1)C(=O)Nc1ccc2oc(-c3ccc(OC)cc3)nc2c1 (stereo not given) | 18% | 68
COc1cc(C(CC(=O)NCc2ccccc2Cl)N2Cc3ccccc3C2=O)cc(OC)c1OC (stereo not given) | -4% | 8
COC(=O)c1ccccc1NC(=O)CCS(=O)(=O)c1nc(-c2ccc3c(c2)OCO3)cc(C(F)(F)F)n1 | ? | -70*
Clc1cccc(-n2ncc3c(NC4CCCCCC4)ncnc32)c1 | -1% | 99
O=C(CCn1nc(-c2ccc(Cl)cc2)ccc1=O)NCCc1ccccc1 | -2% | 6

Looked up by structure from the list above, 5 records:
SMILES | AmpC inh detg | HCMV antiviral
COc1ccc(-n2cc(C(=O)NCCc3ccc(C)cc3)c3ccccc3c2=O)cc1 | 18% | -31
CSc1nn(Cc2ccccc2C)c(NC(C)=O)c1S(=O)(=O)c1ccc(C)cc1 | 6% | -1
Cc1ccc(CN(Cc2cccn2-c2nnc(N3CCCC3=O)s2)C(=O)Nc2ccccc2Cl)cc1 | -1% | -14
Cc1ccccc1Cc1c(C)nc2nc(SCC(=O)NC(C)c3ccccc3)nn2c1C (stereo not given) | 5% | -10
CN(Cc1ccccc1)C(=O)CCS(=O)(=O)c1cc(Br)cc2c1N(C(=O)C1CC1)CC2 | 2% | -14

Further results.
SMILES | AmpC inh detg | HCMV antiviral
COc1cc(C2Nc3ccccc3-c3nnc(SCc4ccc(Cl)cc4)nc3O2)ccc1OCC(=O)O (stereo not given) | 0% | -7
COc1cccc(NC(=O)c2csnn2)c1 | 3% | 25
CC(C)Oc1ccc(C(=O)Nc2c(C(=O)Nc3cccc(F)c3)oc3ccccc23)cc1 | -4% | -13
CS(=O)(=O)N1CCc2cc(C(=O)Nc3ccc(S(N)(=O)=O)cc3)ccc21 | 0% | -1
O=C(CNC(=O)c1ccc(Cl)cc1)OCc1cc(=O)n2ccsc2n1 | 7% | 2
O=C(NC1CCN(Cc2ccccc2)CC1)c1ccc(Cn2c(=O)c3ccccc3n(Cc3ccc(Cl)cc3)c2=O)cc1 | 18% | 3
O=C(COc1ccc(Br)cc1Br)Nc1ccc(S(=O)(=O)Nc2ncccn2)cc1 | 1% | -7
CC(=O)c1cccc(NC(=O)N2CCC(CN3CCCCC3)CC2)c1 | -2% | 1
COc1cc(C(=O)Nc2nnc(CC(C)(C)C)s2)cc(OC)c1OC | 6% | 4
Cc1cc(O)c(C(c2ccc(F)cc2)N2CCCCC2)c(=O)n1Cc1ccco1 (stereo not given) | -1% | 14
CCc1ccc(C(=O)CC2(O)C(=O)N(CCc3ccccc3)c3ccc(Cl)cc32)cc1 (stereo not given) | -1% | -28
Cc1cc(C)c(S(=O)(=O)NCCc2cc3cc(C)c(C)cc3[nH]c2=O)c(C)c1 | 17% | 9
CCN(CC)c1ccc(NC(=O)CN2CCN(c3ccccc3OC)CC2)cc1 | 10% | 7
CCC(Sc1nc2c(sc3ccccc32)c(=O)n1CCc1ccccc1)C(=O)N(CC)CC (stereo not given) | 10% | ?
CCCCCn1c(=O)[nH]c2cc(C(=O)N3CCN(c4cccc(C)c4)C(C)C3)ccc2c1=O (stereo not given) | -4% | -28
O=S(=O)(NCc1ccc(F)cc1)c1ccc(N2CCCCS2(=O)=O)cc1 | -11% | -28
COc1ccc(C2=C(C)C(=NCCCN3CCN(c4cc(Cl)ccc4C)CC3)NS2(=O)=O)cc1 | -14% | -26
Cc1oc(-c2ccccc2F)nc1CS(=O)(=O)CC(=O)NCCc1ccc(Cl)cc1 | 8% | -24
CCOc1ccc(CCNC(=O)c2cnc3sc(N(CC)CC)nn3c2=O)cc1OCC | -7% | -6
CN(CC(=O)Nc1cccc(Cl)c1)S(=O)(=O)c1ccc2[nH]c3c(c2c1)CCCC3 | 15% | -19
CCN1CCN(CCCNC(=O)c2cnn(-c3ccccc3Cl)c2C2CCN(C(=O)OC(C)(C)C)CC2)CC1 | -8% | 0
CCc1ccccc1NC(=O)C1CCN(C(=O)N2CC(C)Oc3ccc(Cl)cc32)CC1 (stereo not given) | 18% | 0
O=C(CN1C(=O)c2ccccc2Sc2ccc(C(=O)N3CCOCC3)cc21)Nc1ccc(Cl)cc1F | 1% | -36
Cc1cccc(N2CCN(c3ncnc4onc(C)c34)CC2)c1C | 23% | -12
CCOC(=O)c1c(NC(=O)C(C)Oc2ccc(Cl)c(C)c2)sc2c1CCCC2 (stereo not given) | 2% | 12
CC(C)(C)C(=O)Nc1nc2nc(-c3ccccc3)cc(=O)n2[nH]1 | 2% | 5
CCCS(=O)(=O)NCCc1sc2nc(-c3ccc(Cl)cc3)nn2c1C | -2% | -66*
Cc1cc(C)cc(Nc2ncnc3c2nc2n3CCCC2)c1 | 1% | ?
O=C(Cn1c(=O)n(Cc2ccc(C(=O)NCc3ccccc3Cl)cc2)c(=O)c2ccccc21)Nc1ccc(F)cc1 | -4% | 4
Cc1ccc(NC(=O)c2ccc3oc(=O)c(S(=O)(=O)c4ccccc4)cc3c2)cc1C | -8% | 22
